MOR-DOR ag: agonists of human mu-delta opioid receptor heterodimerization | P35372+P41143 | cells, OPRM1-OPRD1 heterodimerization, luminescence | activation, % at 9.3 µM | 340,000 compounds, 0.3% hits | AID 504326; in the data active = activation above about 18%;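 also: 0% = vehicle-treated cells and 100% = reference agonist; values of inactives mirror those of a sister screen read the other way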
Target sequence (P35372 whole entry, looked up): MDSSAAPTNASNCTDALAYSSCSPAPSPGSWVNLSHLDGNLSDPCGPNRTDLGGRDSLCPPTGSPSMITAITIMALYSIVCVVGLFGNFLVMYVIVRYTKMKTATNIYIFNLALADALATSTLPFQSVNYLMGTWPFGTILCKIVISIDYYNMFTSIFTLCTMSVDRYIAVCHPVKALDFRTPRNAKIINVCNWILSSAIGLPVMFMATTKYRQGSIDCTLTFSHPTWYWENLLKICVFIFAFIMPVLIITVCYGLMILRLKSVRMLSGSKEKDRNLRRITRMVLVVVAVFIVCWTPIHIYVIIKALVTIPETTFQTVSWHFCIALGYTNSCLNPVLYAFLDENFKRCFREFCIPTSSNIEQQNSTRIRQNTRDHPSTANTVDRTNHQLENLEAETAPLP
Target sequence (P41143 whole entry, looked up): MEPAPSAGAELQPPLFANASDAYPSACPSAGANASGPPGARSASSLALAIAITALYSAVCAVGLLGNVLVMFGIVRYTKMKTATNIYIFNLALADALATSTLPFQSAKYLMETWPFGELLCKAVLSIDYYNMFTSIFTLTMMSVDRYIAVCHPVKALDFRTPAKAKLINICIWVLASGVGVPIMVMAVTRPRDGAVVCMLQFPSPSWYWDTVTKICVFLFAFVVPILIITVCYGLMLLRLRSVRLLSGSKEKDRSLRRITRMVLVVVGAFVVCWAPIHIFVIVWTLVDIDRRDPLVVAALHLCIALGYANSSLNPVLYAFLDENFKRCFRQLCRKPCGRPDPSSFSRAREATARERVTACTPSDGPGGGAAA
V-ATPase pH: regulators of yeast V-ATPase proton transport; S. cerevisiae, pHLuorin cytosolic pH fluorescence; 350,000 compounds, 0.37% hits; response, % at 10 µM; in the data active = response mostly above about 7.3%, no sharp cut-off; inactive = mostly below about 5.4%; also: actives read high; inactives centre near 0; some compounds called inactive have numbers as strong as hits; reference of the scale not given here
cardiac RTF act: increases calcium sensitivity of human cardiac regulated thin filaments; P19429+P45379; 340,000 compounds, 0.24% hits; IANBD-labeled TnC RTF fluorescence at EC20 calcium; 0% EC20 calcium, 100% full calcium; activation, % at 7.2 µM;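 active = activation above the mean over all tested compounds plus 3 SD, cut at about 30% in these data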;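 also: rise in fluorescence read as greater calcium sensitivity of cardiac thin filaments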
Pemphigus Ab inh: human desmoglein-3 autoantibody binding inhibition; P32926; DSG3-coupled beads, scFv-anti-DSG3-GFP binding, flow cytometry; stronger effect = lower value; binding (percent of control), % at 10 µM; 310,000 compounds, 0.48% hits;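 active = binding more than 3 SD below its plate's average and above zero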;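 also: hits lower antibody fragment binding to DSG3; some compounds called inactive have numbers as strong as hits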
Keap1 Nrf2 FP: inhibitors of human Keap1-Nrf2 protein-protein interaction. Q14145. Keap1 Kelch-Nrf2 peptide fluorescence polarization, 1536-well. inhibition, % at 9.4 µM. 340,000 compounds, 0.15% hits. AID 504523; in the data active = inhibition above about 12%;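 also: human Keap1 Kelch domain with fluorescein labeled Nrf2 9mer peptide probe; 0% = neutral control wells and 100% = peptide positive control; higher means more block of Keap1 binding to Nrf2 peptide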
LANA DNA inh: blocks KSHV LANA C-terminal domain binding to DNA; MBP-C-LANA/FAM-LBS DNA binding, fluorescence polarization; inhibition, % at 9 µM; 340,000 compounds, 0.078% hits;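 active = highest replicate inhibition at or above 60% at 9 µM, even if other replicates fall short; inactive = all replicates below 60% inhibition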;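 also: 0% = neutral control wells and 100% = 4 µM acridine orange control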
Cardiac RTF inh: cardiac RTF calcium desensitization; P19429+P45379; IANBD-labeled cardiac RTF, Ca2+ fluorescence; inhibition, % at 7.15 µM; 340,000 compounds, 0.12% hits; AID 493244;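 active = inhibition above the mean inhibition of all tested compounds plus 3 SD, cut at about 17% in these data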;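 also: assay run at fixed EC70 calcium of 1.6 mM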
Wnt bcat act: activates Wnt/beta-catenin signaling in a reporter cell assay. activator, plate reader. activation, % at 9.35 µM. 300,000 compounds, 1.2% hits. AID 743398; in the data active = activation above about 30%, passing the limit was not always enough;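 also: 0% = neutral control wells and 100% = positive control wells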
Arr AP2 block: human beta-arrestin and AP2 interaction inhibition. FITC-arrestin peptide / GST-AP2 beads, flow cytometry; AP2 beta2 appendage carries R879A mutation. inhibition, % at 10 µM. 340,000 compounds, 0.31% hits;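 active = inhibition above a set limit, near 3 SD of compounds lacking own fluorescence, cut at about 54% in these data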;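 also: plate controls were DMSO wells for no effect and 5 µM unlabelled arrestin peptide for full effect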
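Measured by: flow cytometry, FL1 (488/535 nm); Material: AP2 appendage R879A on GSH beads; Evaluation: percent response; Timing: pre-incubation 12 min, peptide binding 1 h, room temperature; Also added: 50 nM FITC-arrestin peptide; Medium: PBS with 0.05% Tween 20 and 0.1% BSA.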
OPRM1-OPRD1 inv: mu-delta opioid heterodimer inverse agonism; P35372+P41143; cell-based MOR-DOR heterodimer luminescence; inhibition, % at 9.3 µM; 340,000 compounds, 0.21% hits; AID 504357; in the data active = inhibition above about 22%, passing the limit was not always enough;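 also: 0% = cells with DMSO and 100% = wells without cells with DMSO; values of inactives mirror those of a sister screen read the other way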
* marks the source's active call; other numbers are inactive results; . = not tested or not shown.

canonical_smiles,MOR-DOR ag,V-ATPase pH,cardiac RTF act,Pemphigus Ab inh,Keap1 Nrf2 FP,LANA DNA inh,Cardiac RTF inh,Wnt bcat act,Arr AP2 block,OPRM1-OPRD1 inv
COC(=O)COc1ccc(-c2ccccc2)cc1C=O,-0.6,1,-3,100,-2,-0.1,-2,-1,1,3
O=C(/C=C/c1ccc2c(c1)OCO2)N1CCCCC1,-2.5,-2,-3,102,1,-1.1,-4,20,37,12
CCN(CC)C(=O)[C@H]1CC(CC(=O)NCc2ccco2)C(=O)N2CCc3c([nH]c4ccccc34)[C@]12C (stereo partly drawn),-3.3,2,-7,102,1,1.1,0,-3,34,15
CCC(NC(=O)NC1=NCCS1)(C(F)(F)F)C(F)(F)F,-2.6,7,-3,77,-8,-0.7,-4,-5,-4,15
CCNC(=O)c1sc(=S)n(-c2ccc(C)cc2)c1N,-0.7,4,0,95,2,1.4,3,.,27,3
CCCCC1=CC2=C(c3ccco3)C(=O)C(C)(OC(=O)c3ccc(OC)cc3)C(=O)C2=CN1C1CCCCC1 (stereo not drawn),0.3,0,11,97,6,1.1,-13,.,39,-1
CC1CN(C(=O)CSc2nnc(-c3cccs3)n2N)CC(C)O1 (stereo not drawn),1.1,4,1,91,-1,-1.0,-15,1,16,-5
Cc1nnc2ccc(N3CCCCC3)nn12,-2.3,3,-4,98,-4,0.0,2,-1,7,11
Cc1nc(C(=O)NCC(=O)c2ccccc2)c(C(F)(F)F)o1,-0.8,-3,11,109,-4,-0.9,-16,-2,8,4
COc1ccccc1NC(=O)CSc1nc(SC)ns1,-2.0,-5,-4,.,-3,-1.0,-16,7,8,13
O=C(O)CCN1C(=O)/C(=C/c2cn(-c3ccccc3)nc2-c2cccs2)SC1=S,-2.0,0,1,100,-3,3.4,1,1,0,10
O=C(c1nc2ccccn2c1CNCCn1ccc2ccccc21)N1CCOCC1,-0.5,5,2,104,-1,-2.4,-9,0,23,3
Cc1ccc(C(=O)NNC(=O)CCOc2cccc(C)c2)cc1,0.5,-1,-5,115,-4,0.4,0,2,3,-2
CC1(C)CC(=O)C(=Cc2cn(-c3ccccc3)nc2-c2ccc(Cl)cc2)C(=O)C1,1.3,3,-1,103,4,1.3,-7,.,12,-7
CCn1cc(CNC(=S)Nc2cccc3ccccc23)cn1,-1.4,-3,0,104,2,1.7,-1,-1,-5,7
CC(C)=CCC/C(C)=C/CNC(=O)C[C@H]1C[C@H](C(=O)N2CCOCC2)[C@@]2(CCC3CCCC3)c3[nH]c4cc(-c5ccco5)ccc4c3CCN2C1=O,-1.6,-1,-1,92,-7,-1.6,-7,-3,7,8
COC(=O)Nc1ccc(S(=O)(=O)N2CCCC(C(=O)Nc3cccnc3)C2)cc1 (stereo not drawn),-1.7,-1,-4,101,-3,3.7,-3,-2,8,8
CC(C)c1cc(C(=O)O)n(-c2ccccc2)n1,-3.5,1,2,98,-1,-1.4,-1,-1,-7,20
CCc1ccccc1NC(=O)CN(C)C(=O)CSc1nnc(Nc2cccc(C)c2C)s1,-4.2,2,-12,84,1,2.0,5,0,25,21
Cc1ccsc1C(=O)OCc1cc(=O)n2ccsc2n1,-6.2,5,-2,105,-7,1.1,-2,54*,-6,23
O=C(/C=C/c1ccc(Cl)c([N+](=O)[O-])c1)NCc1cccnc1,-1.9,2,0,72,2,0.1,-5,-5,-3,10
CCCCCN(C(=O)NC(=O)Nc1ccccc1OC)S(C)(=O)=O,0.2,-3,2,106,4,0.4,1,.,-8,-1
O=C(COc1ccc(C(=O)O)cc1)Nc1cccc(C(F)(F)F)c1,-1.7,-4,-3,113,-1,0.0,-9,-4,-2,8
O=C(Nc1ccc2ccccc2c1)c1cn(-c2ccccc2)nc1-c1cccs1,-1.4,5,4,98,1,0.4,-5,21,-1,6
Cn1c2ccccc2c(=O)c2ccc(NCc3ccc4c(c3)OCO4)cc21,3.0,1,5,182,1,0.5,-5,6,-8,-14
COc1cc(/C=N/NC(=O)Cn2cnc3ccccc3c2=O)ccc1O,-2.3,2,-1,87,-1,-0.6,-17,-1,-3,12
Cc1ccc2cccc(OCCCOc3ccccc3F)c2n1,1.6,1,1,116,-5,0.5,-3,-1,1,-9
CC(=O)c1cccc(N(C(=O)c2ccccn2)C(C(=O)NC2CCCCC2)c2cccs2)c1 (stereo not drawn),-1.3,0,1,98,-2,0.2,4,0,-10,7
Cc1cnc(C(=O)OCC(=O)N2CC(C)CC(C)C2)cn1 (stereo not drawn),-1.4,-2,-1,.,-5,5.4,-2,-4,-3,6
COc1ccc(OC)c(C2C3=C(COC3=O)Nc3cc4c(cc32)OCO4)c1 (stereo not drawn),-0.8,-2,1,102,2,0.0,2,.,-1,4
C/C(=N\NC(=S)Nc1c(C)cccc1C)c1ccc(OC(F)F)cc1,5.8,-1,-3,87,-2,-0.6,-20,-16,-5,-41
CCS(=O)(=O)N1CCC(C(=O)NCCN2CCOCC2)CC1,-1.7,1,0,111,2,-1.1,-7,-3,1,9
CC1(C)Cc2c(cnn2-c2ccccc2)C(NC(=O)CCN2CCCC2=O)C1 (stereo not drawn),-3.4,1,0,104,3,0.8,-2,-1,38,17
CC(C)CN1C(=O)N(c2ccc(Cl)cc2)C(C)(O)CC1(C)C (stereo not drawn),8.8,2,-1,106,2,-1.3,-5,-4,-6,-42
O=C(CSc1nnc(CNC(=O)c2c(F)cccc2Cl)o1)NCc1ccc(F)cc1,-4.0,6,3,110,-4,1.0,3,5,1,21
COc1cccc(CNC(=O)CN2C(=O)NC(Cc3ccccc3)(c3ccccc3)C2=O)c1 (stereo not drawn),-3.1,-2,-2,104,-2,0.3,2,-4,1,12
CCCOc1nc2c(c(=O)n(C)c(=O)n2C)n1CCC,-2.1,3,-9,101,2,0.9,3,0,6,13
COc1ccc(C2CC(c3ccccc3)n3nc(NC(=O)c4cccs4)nc3N2)cc1 (stereo not drawn),-1.0,-3,-3,93,3,1.3,-1,.,3,6
CCN(CC)C(=O)CN1C(=O)/C(=C/c2ccccc2)SC1=S,-2.1,1,-2,99,-5,-6.0,11,2,3,11
CCCN(C(=O)c1ccc(N2CCCC2=O)cc1)c1c(N)n(Cc2ccccc2)c(=O)[nH]c1=O,-1.3,-4,1,104,-2,2.6,0,1,-10,9
Cc1c(C)c2ccc(OCC(=O)NC3CCN(Cc4ccccc4)CC3)cc2oc1=O,-3.7,4,2,.,-8,-1.1,-6,-1,3,19
CCOC(=O)c1[nH]cnc1C(=O)NC(C)C,-2.3,7,0,.,2,-0.7,-8,-1,-7,10
Cc1ccc(-n2c(=O)c3c4c(sc3n(Cc3cc(=O)n5ccccc5n3)c2=O)CCC4)cc1C,-1.9,0,-2,96,-1,0.3,-2,-1,12,12
COc1ccccc1N1CC(O)=C(c2nc3ccccc3s2)C1=N,-2.3,1,-5,105,0,-1.6,-5,-3,6,13
O=C(Nc1cccc2ncccc12)c1ccco1,-0.5,3,-3,.,2,-0.3,1,-3,-23,4
CC1CC(NC(=O)c2c(O)nc3sccn3c2=O)CC(C)(C)C1 (stereo not drawn),8.3,1,-10,99,.,.,12,-5,1,-43
COc1ccc(CNCC(O)(c2ccc(Cl)cc2)c2ccc(Cl)cc2)cc1,7.7,-1,3,101,-3,0.5,2,-4,-3,-41
CCN1CCN(C(=O)CN(C)S(=O)(=O)c2cc(C)ccc2OC)CC1,-3.8,-1,2,107,-6,0.7,-3,-2,7,20
Cc1cc(C(=O)Nc2cccc(S(=O)(=O)N3CCOCC3)c2)c2ccccc2n1,-0.2,-1,3,104,-1,0.5,-19,-4,31,1
O=S(=O)(c1ccc2[nH]ccc2c1)N1CCCCCC1,-4.2,5,-2,.,-5,0.6,-3,-1,-3,22
CC(C)CN(C(=O)CN1C(=O)NC2(CCc3ccccc32)C1=O)C1CCS(=O)(=O)C1 (stereo not drawn),-3.1,-10,3,107,-4,1.8,-9,1,-9,12
CCOC(=O)C(=NCCCN(C)C)NNc1ccc(Br)cc1,4.9,3,-4,107,-3,0.1,6,-3,-5,-34
COC(=O)[C@H](C)NC(=O)NCCC1=CCCCC1,-2.2,3,-4,111,1,-2.5,-9,-2,11,11
COCCN(C(=O)Nc1ccccc1)c1ccccc1C,-1.8,-2,3,97,1,0.6,-1,-8,21,10
CN(C)c1ccc(CNCc2cccnc2)cc1,.,-3,.,102,.,.,.,3,-3,.
CC(Cl)C(=O)N1c2ccccc2CCc2ccccc21 (stereo not drawn),-2.7,1,0,113,-5,3.0,-2,1,-10,14
O=C1CSc2cc(Cl)ccc2N1,1.6,5,-5,87,0,1.2,-1,-2,-25,-8
N#Cc1ccccc1CSc1nc2ccsc2c(=O)n1Cc1ccccn1,-1.8,-1,-2,106,-7,4.1,-8,4,17,10
O=C(N/N=C/c1c(Nc2cccc(C(F)(F)F)c2)nc2ccccn2c1=O)c1ccccc1[N+](=O)[O-],-3.4,-1,-10,114,-3,-2.4,9,-7,-6,18
COc1ccc(C2=C(c3ccc(OC)c(OC)c3)CN3CCCCC3C2)cc1 (stereo not drawn),-3.5,-3,-2,114,2,-2.1,-4,-2,-2,16

(continued)
canonical_smiles,MOR-DOR ag,V-ATPase pH,cardiac RTF act,Pemphigus Ab inh,Keap1 Nrf2 FP,LANA DNA inh,Cardiac RTF inh,Wnt bcat act,Arr AP2 block,OPRM1-OPRD1 inv
Cc1ccc(Cl)cc1NC(=S)N(Cc1ccccc1)Cc1cccnc1,-0.1,0,-1,111,-5,-0.1,13,-3,46,0
CCc1c(C(=O)NN2C(=O)C3CCCCC3C2=O)csc1C (stereo not drawn),-2.6,-1,1,.,1,-1.0,-8,-11,9,13
CN(C)C(=O)c1ccc2c(c1[N+](=O)[O-])C(=O)c1ccccc1C2=O,6.1,2,4,98,-4,7.2,-4,14,.,-32
CCCCCCc1c(O)c2ccccc2[nH]c1=O,-3.9,1,-4,109,0,-0.1,4,.,16,21
Cc1noc(NC(=O)c2ccccc2C(F)(F)F)c1C#N,0.4,2,2,104,4,0.8,-11,-1,-3,-3
Cc1ccc(C)c(S(=O)(=O)N2CCN(C(=O)CCCc3c[nH]c4ccccc34)CC2)c1,-0.8,0,-3,100,-1,-12,0,1,-6,5
COc1cc(CNc2cccc(F)c2)cc(Br)c1O,-0.2,2,-5,95,4,-0.5,-4,-1,37,1
O=C(N=c1ccn(-c2nc3ccccc3nc2NS(=O)(=O)c2ccc(Cl)cc2)cc1)c1cccs1,-0.6,3,4,80,-2,3.7,-13,18,-9,3

High-throughput results deposited in PubChem BioAssay by several laboratories.

Outcome played no part in choosing rows; overall some 3.1% were active at least once.
